Screening data (PubChem)
EPAC2 ag: qHTS for Agonist of cAMP-regulated guanine nucleotide exchange factor 4 (EPAC2): primary screen. Rap guanine nucleotide exchange factor 4 (Homo sapiens), Q8WZA2. Potency, µM (top dose mostly 154 µM), for the others: top-dose activation, actives largely listed as activators. EPAC2 activation, biochemical qHTS; response scale: 100% = 6.5 mM cAMP response. 360,000 compounds, 0.079% hits; further: potency means the concentration at half of the fitted maximal effect; nearly all actives have a fitted effect of over 50% in size
Target sequence (Q8WZA2 whole entry, looked up): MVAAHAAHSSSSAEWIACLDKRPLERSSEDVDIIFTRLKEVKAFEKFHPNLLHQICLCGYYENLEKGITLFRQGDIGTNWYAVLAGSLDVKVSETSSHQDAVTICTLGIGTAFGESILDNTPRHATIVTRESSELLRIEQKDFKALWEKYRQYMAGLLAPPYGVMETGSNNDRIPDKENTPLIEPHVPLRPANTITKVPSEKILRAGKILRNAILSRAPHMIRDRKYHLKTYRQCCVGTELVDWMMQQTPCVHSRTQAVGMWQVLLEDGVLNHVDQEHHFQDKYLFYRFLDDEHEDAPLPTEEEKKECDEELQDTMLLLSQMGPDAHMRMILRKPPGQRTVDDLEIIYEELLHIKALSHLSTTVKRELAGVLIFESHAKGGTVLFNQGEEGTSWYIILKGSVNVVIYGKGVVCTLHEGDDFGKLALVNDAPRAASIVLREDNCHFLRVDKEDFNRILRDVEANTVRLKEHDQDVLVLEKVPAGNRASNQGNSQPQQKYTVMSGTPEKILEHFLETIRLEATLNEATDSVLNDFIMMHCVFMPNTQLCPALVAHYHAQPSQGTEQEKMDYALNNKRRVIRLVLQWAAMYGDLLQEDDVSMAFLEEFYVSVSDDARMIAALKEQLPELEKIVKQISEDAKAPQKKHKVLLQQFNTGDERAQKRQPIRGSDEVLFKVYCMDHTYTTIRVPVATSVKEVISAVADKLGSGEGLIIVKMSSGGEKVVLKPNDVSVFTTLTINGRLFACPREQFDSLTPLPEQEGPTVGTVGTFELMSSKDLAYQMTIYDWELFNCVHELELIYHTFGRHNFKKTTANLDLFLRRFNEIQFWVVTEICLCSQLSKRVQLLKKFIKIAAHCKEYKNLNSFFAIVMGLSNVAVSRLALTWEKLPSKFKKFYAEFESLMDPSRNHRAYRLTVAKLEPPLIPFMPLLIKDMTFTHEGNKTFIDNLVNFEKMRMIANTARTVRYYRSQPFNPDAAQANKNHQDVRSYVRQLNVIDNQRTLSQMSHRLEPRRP
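Fluorescence exchange assay: 100 nM EPAC2 with 250 nM RAP1B-BODIPY-GDP and 50 uM GDP; compounds tested as a concentration-titration series (qHTS). Loss of Rap1-bound BODIPY-GDP fluorescence read at 480/540 nm; data normalized to 6.5 mM cAMP.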
TGFb inhibitor: qHTS for Inhibitors of TGF-b. 410,000 compounds, 1.2% hits. Potency, µM (series often up to 46.1 µM), without a hit: top-dose activity, negative = inhibition, most hits filed as inhibitors. HepG2 CAGA-GFP TGF-b/SMAD3 reporter, GFP fluorescence, 18 h; TGF-beta stimulated, 500 pg/mL final. AID 588855, 2011; further: potency means the concentration at half of the fitted maximal effect; on the % scale 0 is the no-effect control and ±100 the full control effect; nearly all actives have a fitted effect of over 65% in size
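Inhibition was scored as loss of TGF-beta-induced (500 pg/mL final, 18 hours, 37 degrees C) GFP in HEPG2 cells carrying a CAGA-GFP reporter, in DMEM with 1% FBS. Well GFP was summed per cell; Activity was normalised to unstimulated and stimulated DMSO wells, then concentration-response fitting.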
A549 tox: Nrf2 qHTS screen for inhibitors: counterscreen for cytotoxicity; AID 504648, 2011; A549 ARE-Fluc cells, CellTiter-Fluor viability, 18-24 h; 390,000 compounds, 0.16% hits; Potency, µM (series often up to 46 µM), inactives show at the highest dose activity change, negative = cytotoxicity, actives largely listed as inhibitors; further: potency means the concentration at half of the fitted maximal effect; on the % scale 0 is the no-effect control and ±100 the full control effect
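A549 ARE_Fluc cells in 5% FBS OPTI-MEM were exposed to compounds in concentration-response for 18-24 h at 37 deg C. Viability was read by CellTiter-Fluor fluorescence (Ex 405/Em 525) after 30 min, before the luciferase read.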
ATXN2 expr inh: Primary qHTS for Inhibitors of ATXN expression; HEK-293 ATXN2-luciferase reporter, luminescence, 24 h; Potency, µM (series often up to 57 µM), for the others: at the top dose activity change, negative = inhibition, actives largely listed as inhibitors; 360,000 compounds, 0.72% hits; AID 1745845, 2022; further: potency means the concentration at half of the fitted maximal effect; on the % scale 0 is the no-effect control and ±100 the full control effect; nearly all actives have a fitted effect of over 55% in size
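qHTS (up to 57 uM final) was run with 24 h compound exposure of reporter cells at 37 °C. Each well was multiplexed: SteadyGlo luminescence measured ATXN2-luciferase expression after a fluorogenic Gly-Phe-AFC viability readout (25 uM final).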
Nrf2 ARE act: qHTS of Nrf2 Activators. Potency, µM (doses to about 46.1 µM), for inactives: at the highest dose activation, actives largely listed as activators. AREc32 ARE-luciferase reporter (MCF7-derived line), luminescence, 24 h. 410,000 compounds, 0.31% hits; further: potency means the concentration at half of the fitted maximal effect; % of control where 0% means no effect; nearly all actives have a fitted effect of over 65% in size
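ARE-driven firefly luciferase activity in AREc32 cells measured after a 24 hr compound exposure at 37 deg C, using Steady-Glo reagent and a 30 min room-temperature hold.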
ATXN viability: Viability Counterscreen for Primary qHTS for Inhibitors of ATXN expression. S2 cells (HEK-293 line with an ATXN2-luciferase reporter) viability, CellTiter-Fluor protease fluorescence, 24 h. Potency, µM (top dose mostly 56.7 µM), most hits filed as cytotoxic. 400,000 compounds, 0.49% hits. AID 651635, 2014; further: potency means the concentration at half of the fitted maximal effect; nearly all actives have a fitted effect of over 40% in size
IL-2 act: qHTS of IL-2 Activators; IL-2 activation reporter assay, cell-based qHTS; stimulated with anti-CD3/CD4/CD28 beads; in transgenic mouse T cells; activation, % (series mostly up to about 46 µM); 360,000 compounds, 0.065% hits; AID 652025, 2013; in the data active means activation above about 50%; inconclusive means mostly about 30% to 49%; further: 0% is about no effect
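Using fluorescent plate cytometry, EGFP and DsRed are detected in transgenic mouse T cells stimulated 18 h at 37 degrees C with antibody-coated beads after 60 min compound pretreatment.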
Nrf2 block: Nrf2 qHTS screen for inhibitors; A549 ARE-Fluc reporter, luciferase luminescence, 18-24 h; Potency, µM (series often up to 46 µM), for inactives: at the top dose activity change, negative = inhibition, actives largely listed as inhibitors; 360,000 compounds, 2.1% hits; AID 504444, 2011; further: potency means the concentration at half of the fitted maximal effect; on the % scale 0 is the no-effect control and ±100 the full control effect; nearly all actives have a fitted effect of over 60% in size
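Nrf2 activity is the BugLite luminescence, read 15 min after reagent at room temperature, following CellTiter-Fluor cytotoxicity readout (30 min, 37C). Compound titrations were applied for 18-24 h to 5000 A549 ARE_Fluc cells/well in 5% FBS OPTI-MEM.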
HepG2 viability: qHTS for Inhibitors of TGF-b: Cytotox Counterscreen; 410,000 compounds, 0.76% hits; AID 588856, 2011; HepG2 CAGA-GFP viability, ATP luminescence, 18 h; Potency, µM (highest dose often 46.1 µM), for inactives: at the top dose activity change, negative = cytotoxicity, actives largely listed as cytotoxic; further: potency means the concentration at half of the fitted maximal effect; some results filed as inactive show a strong effect at the top dose
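HepG2 CAGA-GFP cells (1000/well, DMEM with 1% FBS) received compound, then TGF-beta at 500 pg/mL final, and were incubated 18 hours at 37 degrees C. Viability was read by CellTiter-Glo luminescence. Media-only wells were set as complete cell-killing and DMSO as no toxicity.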
* hit, by the source's call; i = inactive; ? = inconclusive; nt = no result given; [ ] = remark or other dose. Unless noted, the call rests on the fitted dose curve; in most records, active means well fitted curve in the direction sought with a large enough effect; inconclusive means small, poorly fitted or top-dose-only effect, or another doubt; inactive means no such curve, though single readings can be large; an effect the other way counts as inactive or inconclusive.

SMILES	EPAC2 ag	TGFb inhibitor	A549 tox	ATXN2 expr inh	Nrf2 ARE act	ATXN viability	IL-2 act	Nrf2 block	HepG2 viability
N#Cc1ccc(OCC(=O)NNC(=S)NC2CCCCC2)cc1	4%	-15%	0%	-14%	4.1%	i	-0.4	-27%	-16%
CC1(C)CC(=O)N(CC(=O)NCc2ccc(F)cc2)c2ccccc2S1(=O)=O	11%	15%	-10%	9%	-0.4%	i	0.0	0%	-2%
O=[N+]([O-])c1cccc(COc2cccc(CN3CCCCC3)c2)c1	7%	-10%	-3%	-8%	4.1%	i	0.2	3%	-21%
Cc1ccccc1-n1nnnc1SC(C)C(=O)NC1CCCc2ccccc21 (configuration not stated)	10%	-24%	-14%	-7%	2.1%	i	-2.7	?	-32%
O=C(CN1CCN(Cc2ccccc2)CC1)Nc1ccc([N+](=O)[O-])cc1C(=O)Nc1ccccc1F	-8%	?	?	nt	-4.5%	?	-2.8	-20%	-35%
O=C(OCCN1CCCCC1)c1cccc(Cl)c1	7%	19%	1%	nt	-1.0%	i	0.3	-10%	1%
CSc1ccc(S(=O)(=O)NCC(=O)OCC(=O)N2CC(C)CC(C)C2)cc1[N+](=O)[O-] (configuration not stated)	13%	-7%	-3%	-24%	2.8%	i	-1.7	-3%	-24%
CCN(C[C@H]1N[C@@](Cc2ccccc2)(C(=O)OC)[C@H]2C(=O)N(C)C(=O)[C@@H]12)C(=O)COC	8%	-12%	4%	1%	0.2%	i	0.4	1%	-5%
CCOC(=O)c1ccc2c(c1)N(CC)C(=O)c1ccccc1S2	5%	-3%	13%	nt	3.1%	i	0.1	-7%	-7%
CCCCNC(=O)c1ccc2c(SCC(=O)O)c3c(nc2c1)CCCC3	-1%	26%	3%	4%	-0.1%	i	-1.7	9%	3%
O=C1NC(c2ccc(Cl)c([N+](=O)[O-])c2)Nc2ccccc21 (configuration not stated)	10%	-11%	29%	-21%	7.5%	i	-0.1	?	-44%
CC(NC(=O)c1ccc(Br)o1)C1CCCO1 (configuration not stated)	10%	-2%	-2%	5%	-0.6%	i	0.9	6%	-12%
O=C(NCCCN1CCCC1=O)c1ccc2c(=O)n(-c3ccccc3F)c(=S)[nH]c2c1	-4%	-21%	1%	-25%	-0.4%	i	0.1	1%	-13%
CCCN1CCN(C(=O)C2CCN(S(=O)(=O)c3c(C)noc3/C=C/c3ccc(C)cc3)CC2)CC1	-4%	?	-9%	?	9.7%	?	0.2	3%	-61%
COc1cc(CN(C(=O)c2cccs2)C2CCS(=O)(=O)C2)cc(OC)c1OC (configuration not stated)	-3%	-1%	0%	9%	3.0%	i	-1.4	-6%	2%
Cc1c(C(=O)N2CCCC2)oc2c1-c1nn(CC(=O)NCc3cccc(Br)c3)cc1CC2	nt	-27%	-10%	nt	-1.5%	nt	nt	?	-11%
CCOC(=O)C1CCN(S(=O)(=O)c2ccc(-c3cc(C(F)(F)F)n(C)n3)s2)CC1	11%	?	13%	nt	-0.2%	i	0.4	7%	-27%
CCCOc1ccc(F)cc1-c1cc(C(=O)Nc2ccc(C(C)C)cc2)[nH]n1	0%	?	nt	?	5.7%	?	0.3	nt	-76%
Cc1nc2ccn(Cc3ccco3)c(=O)c2cc1C(=O)N1CCN(c2ccccc2F)CC1	nt	?	7%	nt	6.6%	nt	nt	22%	-33%
CC1CC(C)CN(CCCNS(=O)(=O)c2ccc3c(c2)oc(=O)n3C)C1 (configuration not stated)	12%	37%	-2%	3%	0.5%	i	2.2	-4%	2%

Continued; it opens with the three that closed the last part.
SMILES	EPAC2 ag	TGFb inhibitor	A549 tox	ATXN2 expr inh	Nrf2 ARE act	ATXN viability	IL-2 act	Nrf2 block	HepG2 viability
CCCOc1ccc(F)cc1-c1cc(C(=O)Nc2ccc(C(C)C)cc2)[nH]n1	0%	?	nt	?	5.7%	?	0.3	nt	-76%
Cc1nc2ccn(Cc3ccco3)c(=O)c2cc1C(=O)N1CCN(c2ccccc2F)CC1	nt	?	7%	nt	6.6%	nt	nt	22%	-33%
CC1CC(C)CN(CCCNS(=O)(=O)c2ccc3c(c2)oc(=O)n3C)C1 (configuration not stated)	12%	37%	-2%	3%	0.5%	i	2.2	-4%	2%
Oc1ccc(C2=NNC(c3ccc(O)cc3)=NN2)cc1	12%	12%	0%	-3%	-0.9%	i	-5.2	-2%	-14%
Cc1ccc(CNc2cnccn2)cc1	1%	14%	-1%	21%	-0.2%	i	-1.1	nt	-24%
Cc1ccc(S(=O)(=O)NCC(c2ccc(N(C)C)cc2)N2CCOCC2)cc1 (configuration not stated)	nt	?	3%	nt	-1.0%	nt	nt	nt	9%
CCOc1ccc(N2CC(NC(=O)c3ccc4c(c3)OCO4)CC2=O)cc1 (configuration not stated)	nt	-11%	-4%	nt	-0.8%	nt	nt	nt	3%
Cc1c(Cl)cccc1NC(=O)CCS(=O)(=O)c1ccc2c(c1)oc(=O)n2C	nt	-22%	2%	3%	0.3%	i	nt	-4%	0%
Cc1ccc([C@@H]2C[C@H]3[C@@H](CN2S(=O)(=O)c2ccc(C)cc2)C(=O)C[C@@H](c2ccccc2)N3S(=O)(=O)c2ccc(C)cc2)cc1	10%	7%	nt	-7%	0.6%	i	-2.4	nt	2%
COc1ccc(C)cc1NC(=O)CN1C(=O)c2cccc3cccc1c23	-9%	-6%	-1%	?	-0.3%	i	2.3	?	-32%
CCOc1ccc(S(=O)(=O)N2CCOCC2)cc1NC(=O)C1=COCCO1	9%	-18%	6%	-19%	0.1%	i	-2.2	-15%	-5%
O=S1(=O)CCN(Cc2ccccn2)CC1	-3%	-20%	-2%	nt	-0.6%	i	0.6	9%	-30%
CC(C)Nc1ccc(C(CC(N)=O)NC(=O)c2ccc(Br)cc2)cc1[N+](=O)[O-] (configuration not stated)	-9%	?	-29%	0%	6.6%	?	-0.3	?	-1%
COc1ccc(C(=O)NC(=O)COC(=O)C2COc3ccccc3O2)cc1 (configuration not stated)	-3%	8%	-6%	-3%	-0.8%	i	-1.4	15%	-6%
COc1ccc(C(=O)O)cc1S(=O)(=O)NC(C)C12CC3CC(CC(C3)C1)C2 (configuration not stated)	0%	-6%	2%	1%	0.0%	i	0.5	?	5%
COc1ccc(SCC(=O)Nc2ccc(N3CCN(C)CC3)c(F)c2)cc1	-7%	-12%	-1%	-22%	-1.1%	i	-0.4	5%	-18%
Cc1ccc(C(=O)c2oc3ccccc3c2NC(=O)c2cc(-c3ccccc3)on2)cc1F	nt	12%	-1%	2%	0.6%	i	nt	-6%	7%
Cc1ccc(C)c(N2CCN(C(=O)CCc3nc(-c4cccc(Cl)c4)no3)CC2)c1	1%	?	-1%	108%[activator]	5.7%	i	0.3	?	-14%
O=c1nc2cccc3c2=c(/c1=C(\O)c1ccccc1)c1ccccc1c3=O	-2%	4%	-9%	-1%	0.2%	i	1.5	1%	3%
Cc1cccc(NC(=O)c2sc3nc4c(c(-c5cccs5)c3c2N)CN(C)CC4)c1	-2%	1%	?	?	5.9%	i	-2.4	-18%	-33%
CCOC(=O)C1(CCOc2ccccc2)CCN(Cc2ccc(OCC)c(CO)c2)CC1	1%	-23%	0%	-35%	-0.6%	?	-4.5	-13%	-30%
Cc1ccccc1OCCn1c(=S)[nH]c2ccccc21	3%	-13%	1%	2%	-0.5%	i	-3.2	3%	-9%
CC(C)CN1CC(Br)C(=O)NC1=O (configuration not stated)	6%	4%	1%	-2%	1.4%	i	0.3	-18%	18%
Cn1c(CN2CCCCC2)nc2cc(NS(=O)(=O)c3ccc(F)cc3)ccc21	10%	5%	2%	-6%	-0.6%	i	0.7	-10%	-5%
Cn1ccc2c(-c3ccc(F)nc3)cc3c(c21)C1CCC3O1 (configuration not stated)	1%	-10%	nt	-7%	-1.1%	i	0.4	nt	-11%
COc1cccc(OC)c1C(=O)NCCc1sc(-c2cccc(F)c2)nc1C	nt	2%	-2%	1%	15%	i	nt	nt	-27%

Sorted by the number under Nrf2 ARE act (high to low): three from the list above
molecule	Nrf2 ARE act	IL-2 act
CC(C)CN1CC(Br)C(=O)NC1=O (configuration not stated)	1.4%	0.3
COc1ccc(C(=O)O)cc1S(=O)(=O)NC(C)C12CC3CC(CC(C3)C1)C2 (configuration not stated)	0.0%	0.5
COc1ccc(SCC(=O)Nc2ccc(N3CCN(C)CC3)c(F)c2)cc1	-1.1%	-0.4
